14-3-3 PPI – modulators of human 14-3-3 gamma - Raf peptide interaction | P61981 | FP, 14-3-3gamma / TMR-pS259-Raf peptide binding | inhibition, % at 40 µM | 0.19% of 160,000 active | AID 422; in the data active means inhibition above about 30%;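 further: 0% = protein plus tracer without compound and 100% = blank with tracer alone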
Target sequence (P61981 whole entry, looked up): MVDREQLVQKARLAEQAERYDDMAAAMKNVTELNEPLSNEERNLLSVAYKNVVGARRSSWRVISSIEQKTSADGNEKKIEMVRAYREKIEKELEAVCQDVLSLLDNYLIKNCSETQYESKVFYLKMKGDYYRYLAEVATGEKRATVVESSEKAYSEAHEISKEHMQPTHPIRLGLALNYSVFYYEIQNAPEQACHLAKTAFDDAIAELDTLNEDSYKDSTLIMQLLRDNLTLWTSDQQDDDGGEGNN
* marks the source's active call; other numbers are inactive results; & = joins results of further samples. The list is partial. The share of hits here may be higher or lower than overall.

SMILES | 14-3-3 PPI
COC(=O)C1=CN(Cc2ccc(OC)c(OC)c2)C=C(C(=O)OC)C1c1ccc(Cl)c([N+](=O)[O-])c1 | 1.9
COc1ccc(CNC(=O)Cn2nc(-c3ccccc3)ccc2=O)cc1 | -7.1
Cc1ccc2nc(NC(=O)c3ccc(N4C(=O)CCC4=O)cc3)sc2c1 | -32.4
CCN(CC)c1ccc(C=Nc2ccc(S(N)(=O)=O)cc2)cc1 | -18.4
Cn1cnc2c1c(=O)n(Cc1cccc(C(F)(F)F)c1)c(=O)n2C | 2.1
Fc1ccccc1Cn1nnc2c(-n3ccnc3)ncnc21 | -3.9
COc1ccc(C)cc1Cn1cnc([N+](=O)[O-])n1 | -2.8
C=CCc1cccc2cc(C(=O)Nc3ccccc3C(=O)O)c(=O)oc12 | -13.8
OC(COC1CCCCC1)Cn1c2ccccc2c2ccccc21 (stereo not given) | -5.9
O=C(Cn1c(=O)n(-c2ccccc2)c(=O)c2c3c(sc21)CCC3)OCc1ccccc1 | -19.7
Cc1cc(Cl)ccc1OCC(=O)NCCC(=O)O | -5.2
O=C(Nc1ccc2c(c1)OCCO2)N1CCOCC1 | -1.6
Cn1cccc1CN1CCN(Cc2ccc(F)cc2)CC1 | -11.8
COC(=O)c1ccc(NC(=O)CN(c2ccc(OC)cc2)S(C)(=O)=O)cc1 | 3.0
O=C(CN1CCOCC1)Nc1ccc(-c2nc3ccccc3[nH]2)cc1 | 1.3
COc1ccc(NC(C)(C)c2nnnn2-c2c(C)cccc2C)cc1 | -0.7
CCc1ccc(C(=O)c2c[nH]c3ccc(F)cc3c2=O)cc1 | -40.7
CC1CCCC(NC(=O)CCSCc2cccc(Cl)c2)C1C (stereo not given) | -6.5
O=C(NCc1ccccn1)C(C(=O)c1ccc(F)cc1)n1ccccc1=O (stereo not given) | -6.5
COc1cc(C(=O)Nc2ccccn2)cc(OC)c1OC | 10.8&-10.4
COc1cccc(CNC(=O)c2ccc(CNS(=O)(=O)c3ccc(C)cc3)cc2)c1 | 33.6*
CCOc1ccc(C(=O)Nc2ccc3c(c2)C(=O)c2ccccc2C3=O)cc1Cl | -27.4
O=C1NC(c2ccc(Br)cc2)=C(c2ccccc2)C1=O | 2.3
CSc1nnc2c(n1)OC(c1ccncc1)Nc1ccccc1-2 (stereo not given) | -7.4
O=C(NCc1n[nH]c(=S)n1-c1ccc(F)cc1)c1ccc(S(=O)(=O)N2CCCCC2)cc1 | -6.7
C=CCNC(=O)c1ccc2c(=O)n(CCC3=CCCCC3)c(=S)[nH]c2c1 | -4.5
CCOC(=O)Cc1csc(NC(=O)CCc2ccc(S(=O)(=O)N3CCOCC3)cc2)n1 | -1.7
Cc1ccc(NC(=O)CS(=O)(=O)c2cn(C)c3ccccc23)c(C)c1 | -0.8
COc1ccc(N2CCN(c3oc(COc4ccccc4Cl)nc3C#N)CC2)cc1 | -3.2
Cc1ccc(S(=O)(=O)NCCCCCC(=O)N2CCCCC2)cc1 | -4.3
CCOC(=O)c1[nH]c(C)c(C(=O)Nc2ccc3c(c2)OCCO3)c1C | -9.6
Cc1ccc(-n2c(C)nc3c(cnn3-c3ccc(F)cc3)c2=O)cc1 | -0.5
CCOC(=O)N1CCC(N(CCOC)C(=O)Nc2ccc(CC)cc2)CC1 | -6.7
O=C(CSc1nc2c(c(=O)n1-c1ccc(Br)cc1)SCC2)N1CCCC1 | -3.3
O=C1Sc2ccc(S(=O)(=O)N3CCOCC3)c3cccc1c23 | -22.5
COC(=O)c1ccccc1NC(=O)c1noc2c1CCCC2 | -5.2
CCSc1nnc2c(n1)OC(c1ccc(SC)cc1)Nc1ccccc1-2 (stereo not given) | -47.1
O=c1oc2c3c4c(cc2cc1-c1nnc(Nc2ccccc2)s1)CCCN4CCC3 | -51.9
COCCCn1cnc2c(c1=O)c1nc3ccccc3nc1n2-c1ccccc1 | -10.3
CCCCOc1ccc(/C(O)=C2/C(=O)C(=O)N(CCCOC)C2c2ccncc2)cc1C (stereo not given) | 2.1
CCOC(=O)CSc1nc(C)c2cc(OC)ccc2n1 | -7.7
Cc1ccnc(SCC(=O)Nc2sc3c(c2C#N)CCCC3)n1 | -0.4
O=C(CSc1nnc2c(n1)[nH]c1ccccc12)Nc1cc(C(F)(F)F)ccc1Cl | -6.7
CCCCn1c(SCC(N)=O)nnc1-c1ccco1 | -2.6
CCOC(=O)C1=C(C)N(C)C(=S)NC1c1ccc(OC(=O)c2ccccc2)c(OCC)c1 (stereo not given) | 4.2
Cc1ccc(C(=O)O)cc1NC(=O)C1CCCN(S(=O)(=O)c2cccc3nsnc23)C1 (stereo not given) | -26.2
CCOc1ccc(NS(=O)(=O)c2cccc3cccnc23)cc1 | -9.9
COc1ccc(Cl)cc1N=C1NC(=O)CC(C(=O)Nc2ccc(C(C)C)cc2)S1 (stereo not given) | 1.3
COc1ccc(-c2nc(C#N)c(N3CCN(c4cccc(Cl)c4)CC3)o2)cc1OC | -0.9
CC1(C)N=C(c2ccc(Cl)cc2Cl)C(=O)N1 | -2.7
O=C(CSc1nc2ccccc2[nH]1)Nc1ccc(Br)cn1 | -30.7
CC(=O)NC(c1ccco1)c1ccc2cccnc2c1O (stereo not given) | 4.5&-3.0
CSc1c(CC(=O)Nc2cccc(C(F)(F)F)c2)n(C)c2ccccc12 | 4.6
Cc1sc2ncn(CC(=O)Nc3ccccc3C(F)(F)F)c(=O)c2c1S(=O)(=O)N1CCC(C)CC1 | -22.4
O=C(Nc1cccc2ccccc12)c1cccc(N=Cc2cc([N+](=O)[O-])cc(Br)c2O)c1 | -13.7
Cc1nc2c(oc3ccccc32)c(=O)o1 | -6.4&8.6
CSc1ccccc1NC(=O)C1CC(c2ccccc2O)=NO1 (stereo not given) | 6.1
COc1ccc(NC(=O)C2=C(C)NC(=S)NC2c2ccccc2Cl)c(OC)c1 (stereo not given) | -1.7
Cc1nc2sc(C(c3ccco3)N3CCN(C)CC3)c(O)n2n1 (stereo not given) | 0.4
CC1CCN(C(=O)c2ccc(Cl)cc2)CC1 | 6.6
(list continues)
SMILES | 14-3-3 PPI
O=C(Nc1nc2ccccc2[nH]1)c1ccc(F)cc1 | -1.9
CCOc1ccccc1NC(=O)c1c(NCc2ccc(C)o2)sc2c1CCCC2 | -22.6
COc1ccc(NC(=O)CN2CCN(S(=O)(=O)c3ccc(F)cc3)CC2)cc1Cl | 2.0&-2.7
CC(C)NC(=O)c1cccn2c(=O)c3ccccc3nc12 | -5.9
COc1cccc(/C(O)=C2/C(=O)C(=O)N(Cc3ccco3)C2c2ccncc2)c1 (stereo not given) | -7.1
CCCS(=O)(=O)N1CCn2c(nc3ccccc32)C1 | -0.6
CCc1ccccc1NC(=O)c1ccc(F)c(S(=O)(=O)NCCc2ccccc2)c1 | -5.4
O=C(Nc1ccc(OCc2ccccc2)cc1)C1CCN(C(=O)c2ccccc2Cl)CC1 | -2.0
Cc1ccc(-c2noc(CCC(=O)Nc3cccc([N+](=O)[O-])c3C)n2)cc1 | -4.8
CC1CN(C(=O)C2C3CCC(O3)C2C(=O)O)CC(C)O1 (stereo not given) | 4.2
O=C(CSc1n[nH]c(-c2ccncc2)n1)c1ccc(Br)cc1 | -0.1
O=C(c1ccco1)N1CCN(c2ccc(N3C(=O)C4CC=CCC4C3=O)cc2[N+](=O)[O-])CC1 (stereo not given) | -1.3
CCCCOc1ccc(C(=O)Nc2ccc(N3CCN(C(C)=O)CC3)cc2)cc1 | -8.9
CCn1c(SCC(=O)Nc2cc(NC(C)=O)ccc2OC)nnc1-c1cccnc1 | -0.8
COc1ccc(C(=O)Nc2ccc(-c3nc4ccccc4s3)c(O)c2)cc1 | -8.3
O=C(Nc1cnc2ccccc2c1)C1c2ccccc2C(=O)N2CCc3ccccc3C12 (stereo not given) | 0.9
COC(=O)C1=C(C)NC2=C(C(=O)CCC2)C1c1ccccn1 (stereo not given) | -1.7&-0.8
O=C(OCCN1C(=O)c2ccccc2C1=O)c1ccccc1Cl | -5.5
Cc1ccc(C(=O)Cn2c(C)cc(C)c(C#N)c2=O)cc1 | -18.0
CCN(CC)CCC(=O)c1ccc(C(C)C)cc1 | -7.4

Ordered by the number under 14-3-3 PPI (high to low): 6 from the list above
smiles,14-3-3 PPI
CC1CN(C(=O)C2C3CCC(O3)C2C(=O)O)CC(C)O1 (stereo not given),4.2
O=C(Nc1cnc2ccccc2c1)C1c2ccccc2C(=O)N2CCc3ccccc3C12 (stereo not given),0.9
CCc1ccccc1NC(=O)c1ccc(F)c(S(=O)(=O)NCCc2ccccc2)c1,-5.4
O=C(OCCN1C(=O)c2ccccc2C1=O)c1ccccc1Cl,-5.5
CCCCOc1ccc(C(=O)Nc2ccc(N3CCN(C(C)=O)CC3)cc2)cc1,-8.9
Cc1ccc(C(=O)Cn2c(C)cc(C)c(C#N)c2=O)cc1,-18.0

(more compounds)
SMILES | 14-3-3 PPI
C=CCN(C(=O)c1cc2cc3ccc(OC)cc3nc2o1)c1ccccc1 | 6.5
Cc1c(C(=O)OC2CCCC2)[nH]c2c1C(=O)CC(c1ccco1)C2 (stereo not given) | -2.1
CCC(Sc1nc2ccccc2[nH]1)C(=O)Nc1sc2c(c1C#N)CCCC2 (stereo not given) | -2.7
C=CCNC(=O)COc1ccc(S(=O)(=O)NC2CCCCC2)cc1 | -3.2
CCOC(=O)C1=C(O)C(C(=O)c2ccccc2)N=N1 (stereo not given) | -6.7
Cc1cccc(COc2ccc3c(=O)c(-c4ccccc4Cl)coc3c2)c1 | -6.3
CN=c1nc(-c2ccccc2)n(-c2ccccc2)s1 | 3.9
COc1cc(Nc2cc(C)nc3ncnn23)cc(OC)c1OC | -8.0
COc1ccc(NC2=CC(c3ccc(OC)c(OC)c3)N(c3ccc(OC)cc3)C2=O)cc1 (stereo not given) | -4.8
Nn1c(SCC(=O)Nc2ccc3c(c2)OCCO3)nnc1C(F)(F)F | 1.6
C=CCn1c(SCC(=O)c2c[nH]c3ccccc23)nnc1-c1cccnc1 | 0.1
O=C(CN1CCCCC1)Nc1ccc(S(=O)(=O)N2CCCCCC2)cc1 | -4.4
COCCCn1c(SCC(=O)N2CCC(C)CC2)nc2c(sc3ccccc32)c1=O | -2.4
CCOC(=O)CNS(=O)(=O)c1c(C)noc1C | 2.3
O=C(CCCN1C(=O)c2cccnc2C1=O)Nc1cccc(C(F)(F)F)c1 | -0.5
Cc1c(NC(=O)c2ccc(Cl)c(S(=O)(=O)N3CCOCC3)c2)c(=O)n(-c2ccccc2)n1C | -4.9
O=C(CCc1nc(-c2ccccc2F)no1)Nc1nc2ccccc2s1 | -1.0
COc1ccc(C2C=C(c3cccs3)Nc3nc(CCCO)nn32)cc1 (stereo not given) | -18.9&-6.0
COCCOC(=O)C1=C(C)NC2=C(C(=O)CCC2)C1c1ccc(OC)cc1 (stereo not given) | 2.1
Cc1cccc(NC(=O)N2c3ccccc3Sc3ccccc32)c1C | 3.6

No new results follow: an excerpt of the list.
SMILES | 14-3-3 PPI
Cc1c(NC(=O)c2ccc(Cl)c(S(=O)(=O)N3CCOCC3)c2)c(=O)n(-c2ccccc2)n1C | -4.9
O=C(CCc1nc(-c2ccccc2F)no1)Nc1nc2ccccc2s1 | -1.0
COc1ccc(C2C=C(c3cccs3)Nc3nc(CCCO)nn32)cc1 (stereo not given) | -18.9&-6.0
COCCOC(=O)C1=C(C)NC2=C(C(=O)CCC2)C1c1ccc(OC)cc1 (stereo not given) | 2.1
Cc1cccc(NC(=O)N2c3ccccc3Sc3ccccc32)c1C | 3.6

The list goes on.
SMILES | 14-3-3 PPI
O=c1[nH]c2ccc(N=Cc3cc(O)ccc3Br)cc2[nH]1 | -1.2
CCOC(=O)CSc1nc2sc3c(c2c(=O)[nH]1)CC(C)(C)OC3 | -5.2
CCCCC(=O)Nc1ccccc1C#N | 5.2
CC(C)CNc1nc2c(c(=O)n(C)c(=O)n2C)n1Cc1cccc(Cl)c1 | 3.9
CCN1C(=O)OC2(CC(C)(C)NC(C)(C)C2)C1(C)O (stereo not given) | -6.0
COc1cccc(C(=O)Nc2nnc(-c3ccc(Cl)cc3)o2)c1 | 1.9
CCOC(=O)Cn1c(=O)oc2cc(S(=O)(=O)N(CCN(C)C)Cc3ccccc3)ccc21 | -3.4
Cc1ccc(S(=O)(=O)NCC2CCC(C(=O)N3CCOCC3)CC2)cc1 (stereo not given) | 5.4
COc1ccc(C2CC(C(F)(F)F)n3nc(C(=O)Nc4cccc(C(C)O)c4)c(Cl)c3N2)cc1 (stereo not given) | -0.2
COc1cc2nc(SCc3c(C)noc3C)n(CCC3=CCCCC3)c(=O)c2cc1OC | -7.3
COc1cccc(-n2c(=O)[nH]c3sc(C)c(C)c3c2=O)c1 | -8.5
Cc1cc(-c2ccccc2)n2nc(C)c(C#N)c2n1 | -10.4
N#Cc1ccc(-c2cccnc2)nc1SCC(=O)Nc1sc2c(c1C#N)CCC2 | -17.9
C#CCN1C(=O)C(O)(CC(=O)c2c(C)cc(C)cc2C)c2ccccc21 (stereo not given) | -13.1
CCCCn1c(SCC(=O)Nc2cccc(OC)c2)nc2c(sc3ccccc32)c1=O | 5.6
CC(=O)Nc1ccc(S(=O)(=O)NCc2ccccc2)cc1 | -4.7
CCOC(=O)CN1C(=O)c2ccccc2C1=O | -6.4
CC(=O)Oc1ccccc1C(=O)N1CCCc2ccccc21 | 6.2
Cn1c(=O)c2cc(C(=O)NC3CCCCC3)sc2c2ccc(Cl)cc21 | 3.3
COc1ccc(NC(=O)N2CCCCC2)cc1 | -11.2
CCN(CC)c1ncnc2sc(C(=O)Nc3cc(C)ccc3OC)c(C)c12 | -9.0
CCCC(OC(=O)CC1Sc2ccccc2NC1=O)C(=O)NCc1ccco1 (stereo not given) | -7.2
COc1ccc(CCNSc2ccccc2[N+](=O)[O-])cc1OC | -3.2
COc1ccc(-c2cc(C(F)(F)F)n3nc(C(=O)Nc4sc(C)c(C)c4C(N)=O)cc3n2)cc1 | -11.6
CCC(C)[C@H](NC(=O)NCc1ccc(Cl)cc1)C(=O)OC (stereo not given in full) | -0.9
CC(C(=O)Nc1ccc2c(c1)OCO2)N(c1ccc(Cl)cc1)S(C)(=O)=O (stereo not given) | -4.9
O=C(O)CCC(=O)Nc1sc2c(c1C(=O)Nc1ccccc1)CCC2 | -16.1
N#CC1=C(N)C(C#N)(C#N)[C@H](c2ccncc2)[C@H]2CN(C(=O)OCc3ccccc3)CC=C12 | -13.2
CC(C)OC(=O)c1ccc(OC(=O)c2cccnc2)cc1 | -18.4
S=c1[nH]nc(-c2ccco2)n1Cc1ccccc1 | 4.7&-2.3
Cc1ccc(-c2cc(C(=O)NCc3ccco3)c3ccccc3n2)cc1C | -13.0

Screening results (PubChem BioAssay)
